# USP28 inh – inhibitors of human USP28 deubiquitinase; inhibition, % at 25 µM; hit rate 3% among 47,000; AID 1645857; Q96RU2; purified USP28, Ub-rhodamine cleavage fluorescence, 30 min
# UCHL1 inh – human UCHL1 deubiquitinase inhibition | P09936 | AID 1645859 | hit rate 0.2% among 47,000 | inhibition, % at 20 µM | purified UCHL1, Ub-rhodamine cleavage fluorescence
# Target sequence (P09936 whole entry, looked up): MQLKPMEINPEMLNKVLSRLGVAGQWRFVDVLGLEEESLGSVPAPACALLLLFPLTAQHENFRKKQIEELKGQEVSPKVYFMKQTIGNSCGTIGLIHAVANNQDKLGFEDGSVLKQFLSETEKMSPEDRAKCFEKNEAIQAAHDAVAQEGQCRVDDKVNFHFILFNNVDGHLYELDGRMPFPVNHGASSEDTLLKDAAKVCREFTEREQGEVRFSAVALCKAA
# USP30 block – blocks human USP30 ubiquitin-rhodamine cleavage; inhibition, % at 25 µM; hit rate 5.3% among 47,000; purified USP30, Ub-rhodamine cleavage fluorescence
# USP10 block – inhibitors of human USP10 deubiquitinase; Q14694; purified USP10, Ub-rhodamine fluorescence, 60 min; inhibition, % at 20 µM; hit rate 1.1% among 47,000
# USP7 block – inhibitors of human USP7 deubiquitinase. purified USP7, Ub-rhodamine cleavage fluorescence. inhibition, % at 20 µM. hit rate 0.3% among 47,000. AID 1645854
# OTUD3 block – inhibitors of human OTUD3 deubiquitinase; Q5T2D3; purified OTUD3, Ub-rhodamine fluorescence, 2 h; inhibition, % at 25 µM; hit rate 0.7% among 47,000
# Target sequence (Q5T2D3 whole entry, looked up): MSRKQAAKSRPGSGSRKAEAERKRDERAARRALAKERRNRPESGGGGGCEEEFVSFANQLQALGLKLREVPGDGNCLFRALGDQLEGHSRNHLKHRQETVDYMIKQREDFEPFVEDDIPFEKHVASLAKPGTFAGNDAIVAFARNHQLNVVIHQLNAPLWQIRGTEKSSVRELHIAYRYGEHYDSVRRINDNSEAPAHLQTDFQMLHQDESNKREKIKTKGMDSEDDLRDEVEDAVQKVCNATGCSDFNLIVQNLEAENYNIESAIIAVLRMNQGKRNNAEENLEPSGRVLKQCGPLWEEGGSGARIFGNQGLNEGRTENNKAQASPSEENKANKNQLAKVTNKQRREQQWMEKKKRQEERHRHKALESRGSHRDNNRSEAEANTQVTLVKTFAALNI
# USP17 inh – blocks human USP17 ubiquitin-rhodamine cleavage; hit rate 6.5% among 47,000; purified USP17, Ub-rhodamine cleavage fluorescence, 3 h; inhibition, % at 50 µM; A8MUK1
# USP8 inh – human USP8 deubiquitinase inhibition; P40818; purified USP8, Ub-rhodamine cleavage fluorescence, 30 min; inhibition, % at 20 µM; hit rate 4.2% among 47,000
# * marks the source's active call; other numbers are inactive results; . = no result given. Rule as the data show it: active = inhibition above about 30%; inactive = the rest.
# Screens in order – USP28 inh, UCHL1 inh, USP30 block, USP10 block, USP7 block, OTUD3 block, USP17 inh, USP8 inh
COc1ccccc1CNc1ncc(C(=O)NCc2ccco2)c(C)n1
    -66, -30, -356, -6, -34, -61, -70, -23
CCC(=O)Nc1nc2cc(NC(=O)Nc3ccc(C)cc3)ccc2s1
    15, 0, 42*, 30*, 19, 19, 22, 47*
COc1cccc(C(=O)N2CC[C@H]3[C@H]2CCCCC(=O)N3Cc2ccccc2F)c1
    12, 0, 22, -1, 4, 8, 4, 11
COc1ccc(CNc2nc(N3CCN(C)CC3)nc3c2cnn3C)cc1
    2, 2, 10, 0, 6, 8, 5, -5
Cn1cc(CC(=O)NC2CCCC2)c2cccnc21
    -3, 0, -12, -5, 0, -4, 2, 5
COc1cccc(CN2CCc3nc(C(=O)N4CCCC4)sc3CC2)c1
    -2, 2, 7, -3, -1, 6, -2, -19
Cc1ccc(-c2cc(C(=O)Nc3cc(C)ccc3C)[nH]n2)c(O)c1
    -5, 0, -40, -2, 10, 9, 34*, -12
COc1ccc(NS(=O)(=O)c2ccc(C)c(NC(=O)COc3ccccc3F)c2)cc1
    0, 1, 0, 5, 1, -1, 0, 0
CNC(=O)[C@H]1C[C@]2(CCCCNC2=O)N(C(=O)Cc2ccc(F)cc2)[C@H]1c1ccccc1
    -15, 0, -12, 2, -16, -12, -7, -5
O=S(=O)(c1cccc(Cl)c1)N1CCOC(c2ccc(F)cc2)C1 (stereo not given)
    0, -1, 0, 6, 3, 2, -3, 3
CC(C(=O)Nc1cccc(F)c1)C1CCN(C(=O)Nc2ccc(F)cc2)CC1 (stereo not given)
    1, 6, 7, -4, 4, 6, 12, 1
CCOc1ccc(S(=O)(=O)N2CCCCC2)cc1NC(=O)COc1ccc(Br)cc1
    -9, 0, -37, 1, 5, -8, -7, 8
Cc1cc(C)nc(C2CN(C(=O)c3ccc4n[nH]nc4c3)CCO2)n1 (stereo not given)
    2, 1, 10, -3, 6, 8, 6, 9
CNc1cc(C)nc(C2COCCN2C(=O)c2ccnn2C(C)C)n1 (stereo not given)
    -7, -2, -16, 0, 0, -8, 0, -6
CCOc1ccccc1NC(=Nc1nc(C)cc(C)n1)NC(=O)c1ccccc1
    -19, -2, 3, -3, 0, -3, -9, 4
O=C1CCC2(CCCN(C(=O)NCc3ccccc3)CC2)N1 (stereo not given)
    14, 1, 22, 0, 5, 6, ., -23
COc1ccc(CCNC(=O)c2cnn(-c3ccc(F)cc3)c2C2CCNCC2)c(OC)c1
    13, 0, 14, -5, 4, 1, -39, -256
Cc1cc2c(cc1S(=O)(=O)N(CCc1ccccc1)Cc1ccccc1)OCC(=O)N2
    -4, 5, 11, 5, 6, 0, 4, 0
CCCN1CCN(C(=O)CN2CCC3(CCC2=O)NC(=O)c2ccccc2O3)CC1 (stereo not given)
    -23, -4, -10, 0, -2, -7, -9, -19
Cc1noc(-c2ccnc(-n3cnc(C(=O)NC4CCCCC4)c3)c2)n1
    7, 0, 5, 1, 4, 3, 0, 15

# Additional results follow:
# Screens in order – USP28 inh, UCHL1 inh, USP30 block, USP10 block, USP7 block, OTUD3 block, USP17 inh, USP8 inh
COc1ccc(NC(=O)Cc2nc(-c3cccc(Cl)c3)no2)cc1
    -21, -5, -29, 4, 1, -19, -24, -8
Cc1cc(C(=O)Nc2cccc(F)c2)cc2c1N(C)S(=O)(=O)c1ccccc1-2
    10, 5, 25, 12, 9, 8, 6, 20
O=C(Nc1ccccc1F)c1cc(-c2cccnc2)n[nH]1
    ., 1, ., 5, 5, 13, 70*, 2
CCOc1ccc2nc(SCc3ccc4c(c3)OCO4)sc2c1
    19, 5, 2, 11, 10, 7, -5, -83
O=C(c1cc(-c2ccnn2C2CCCC2)n2ccccc12)N1CCC(O)CC1
    -6, -1, -38, -3, 1, -13, -10, -25
CN(c1nccc(N2CCN(C(=O)c3cccc(S(C)(=O)=O)c3)CC2)n1)C1CCCCC1
    -3, 0, 0, -3, -1, 0, 0, -7
CCn1c(=O)c(CCC(=O)N2CCOCC2)c(C)c2c(C)nn(-c3ccccc3)c21
    11, 5, 21, 1, 4, 14, 28, 11
O=C(CCc1nnc2ccc(N3CCCCC3)nn12)NC1CCCC1
    -1, 1, 3, 1, -5, -2, 7, 2
COc1c2n(c3ccccc13)[C@@]1(O)C(=O)N(C)C(=O)[C@@]1(O)c1c-2n(C)c2ccc(Cl)cc12
    42*, 9, -64, 25, 17, 50*, 59*, -17
CC(C)OC(=O)CCCn1c(-c2ccccc2)cn2c3c(=O)n(C)c(=O)n(C)c3nc12
    -1, -1, 7, 2, -5, 4, 22, -57
O=[N+]([O-])c1cccnc1N1CCSCC1
    3, -1, 12, -1, 2, 12, -2, -95
c1ccc(-c2cn(-c3ccccc3)c3ncnc(NC4CC4)c23)cc1
    35*, 2, 4, 6, -10, -14, -7, -7
c1nc(NCCN2CCOCC2)c2sc3nc(N4CCOCC4)c4c(c3c2n1)CCC4
    1, 2, 10, 0, 6, 3, 12, 9
CCc1ccccc1Nc1nc2ccc(C)cc2nc1-n1nc(C)cc1C
    -20, -3, -7, 1, -1, -6, -7, -2
CS(=O)(=O)c1cc(C(=O)N2CCCC2c2ccccc2)ccc1Cl (stereo not given)
    -3, -1, -1, 0, 0, -3, -11, 2
CC(C)(C)c1cc(C(=O)NCc2cccnc2)nc2ccnn12
    -10, -2, -50, -4, -7, -11, -24, -24
Cc1ccc(S(=O)(=O)N2CCOCC2)cc1C(=O)OCC(=O)NCCc1ccc(F)cc1
    -4, 0, -29, -4, -9, -10, -21, -26
CC1CCCN(CC2CCN(S(=O)(=O)c3ccc(C#N)cc3)CC2)C1 (stereo not given)
    -17, -1, 12, 1, -1, -5, 0, -1
Cc1ccc(C(=O)N2CCN(c3nnc4ccccn34)CC2)cc1F
    -14, -4, -17, -3, 0, -1, -28, -73
CCCn1c(=O)c2cc(C(=O)NCc3ccccc3C)nn2c2ccccc21
    9, 2, 23, 9, 11, 7, 1, 0

# 3 entries already listed, sorted by their value in USP30 block, lowest first:
Compound,USP30 block
Cc1ccc(S(=O)(=O)N2CCOCC2)cc1C(=O)OCC(=O)NCCc1ccc(F)cc1,-29
CCc1ccccc1Nc1nc2ccc(C)cc2nc1-n1nc(C)cc1C,-7
CS(=O)(=O)c1cc(C(=O)N2CCCC2c2ccccc2)ccc1Cl (stereo not given),-1

# (cont.)
# Screens in order – USP28 inh, UCHL1 inh, USP30 block, USP10 block, USP7 block, OTUD3 block, USP17 inh, USP8 inh
CCc1noc(-c2ccc(OCC(=O)Nc3ccc(C)cc3C)cc2)n1
    5, 3, 15, 6, 5, 4, 51*, 1
CC1(C(=O)NCc2ccc(F)cc2)Cn2nc(-c3ccco3)cc2C(=O)N1c1ccc2c(c1)OCCO2 (stereo not given)
    35*, 7, 5, 12, -9, 0, 37*, 61*
O=C(CCc1nnc2ccc(N3CCOCC3)nn12)Nc1ccc(CN2CCOCC2)cc1
    0, -1, 0, 2, 2, 2, 9, 14
CCSc1nc(N)c2c3c(sc2n1)COC(C(C)C)C3 (stereo not given)
    -12, -3, -88, -4, -21, -22, -10, 0
Cc1cc(O)c2c(c1)[C@H](O)[C@]13Cc4cc(O)c5c(c4[C@H]1C=C[C@@H](O)[C@H]3OC2=O)C(=O)c1c(O)ccc(O)c1C5=O
    -130, -71, -469, -9, -146, -124, -85, -298
O=C(Cc1nnc(-c2ccccn2)o1)NCc1ccc(F)cc1
    0, -2, 0, 1, 0, -3, -12, -4
Cc1c(Cl)cccc1NC(=O)NCCN1CCc2ccccc2C1
    9, 3, 3, 4, -34, 8, 4, 5
C/C=C/C(=O)OCC1=C[C@H](O)[C@H](O)[C@H](O)C1=O
    -1, 1, -68, -4, -25, 18, 0, -6
CCC(C)N(CCNC(=O)CC1Oc2ccccc2NC1=O)C1CCCCC1 (stereo not given)
    -8, -1, -10, 1, -2, -1, -12, -7
c1ccc(-c2n[nH]c(C3CCCN3)n2)cc1 (stereo not given)
    -4, -2, -2, 0, 0, 3, -10, -47
Cc1ccc(NC(=O)c2ccc(C)c(C)c2)cc1C
    40*, 7, 25, 6, 11, 12, 26, 29
CC12CN3CC(C)(CN(C1)C31C(=O)Nc3ccccc31)C2=O (stereo not given)
    2, 0, 0, -1, 1, 6, 5, 3
Cc1ccc(CNC(=O)c2nccnc2NC(=O)c2ccc(C)cc2)cc1
    2, 1, 17, 7, 3, 5, 18, 5
O=C(c1cc2ccccc2o1)N1CC=C(c2ccccc2)CC1
    34*, 6, 50*, 12, -20, 32*, 36*, 21
Cc1cc2oc(=O)cc(C)c2cc1NC(=O)c1ccccc1Cl
    ., 0, ., -1, 1, -1, 5, -1
Cc1ccccc1OCC(=O)NCc1cc(-c2ccc3c(c2)OCO3)on1
    -25, -4, -102, -3, 2, -34, -22, 5
COc1ccc(/C=C(\C#N)c2cccs2)c(OC)c1OC
    3, 5, 0, -5, -3, 10, 13, 5
O=C(NC1CCOCC1)N1CCC2(CC1)OC(=O)N(Cc1ccccc1)c1ccccc12
    10, 3, 26, -1, -56, 10, 10, 13
O=S(=O)(NCc1ccccc1F)c1c[nH]c2ncccc12
    -4, 0, 1, 1, 6, -4, -2, 0
CC(CNC(=O)c1cc2c([nH]c1=O)CCCCC2)n1cncn1 (stereo not given)
    1, -3, -7, -3, -1, -4, -7, -40

# Remaining list, next part
# Screens in order – USP28 inh, UCHL1 inh, USP30 block, USP10 block, USP7 block, OTUD3 block, USP17 inh, USP8 inh
O=C(COc1ccc(OCc2ccccc2)cc1)N1CCSc2ccccc21
    10, 0, 26, 6, 8, 19, 7, -256
CC1CN(S(=O)(=O)c2ccc(Cl)cc2)Cc2ccccc2N1C (stereo not given)
    8, 7, 14, 10, 9, 10, 8, 14
CCn1cc(NC(=O)CN2CCC3(CC=CCOC3)CC2)c(C)n1
    4, 0, 9, 2, 7, 46*, 6, 22
Cc1ccc(C(=O)N2CCOC(CCc3ccnc(N)c3)C2)cn1 (stereo not given)
    1, -2, -7, -3, 3, -1, 0, 3
CCn1cc(-c2ccnc3cc(C(=O)NC4(C)COC4)nn23)c(C)n1
    5, 4, 11, 0, 7, 5, 11, 7

# Entries shown so far containing sulfur (19):
# Screens in order – USP28 inh, UCHL1 inh, USP30 block, USP10 block, USP7 block, OTUD3 block, USP17 inh, USP8 inh
CCC(=O)Nc1nc2cc(NC(=O)Nc3ccc(C)cc3)ccc2s1
    15, 0, 42*, 30*, 19, 19, 22, 47*
COc1cccc(CN2CCc3nc(C(=O)N4CCCC4)sc3CC2)c1
    -2, 2, 7, -3, -1, 6, -2, -19
COc1ccc(NS(=O)(=O)c2ccc(C)c(NC(=O)COc3ccccc3F)c2)cc1
    0, 1, 0, 5, 1, -1, 0, 0
O=S(=O)(c1cccc(Cl)c1)N1CCOC(c2ccc(F)cc2)C1 (stereo not given)
    0, -1, 0, 6, 3, 2, -3, 3
CCOc1ccc(S(=O)(=O)N2CCCCC2)cc1NC(=O)COc1ccc(Br)cc1
    -9, 0, -37, 1, 5, -8, -7, 8
Cc1cc2c(cc1S(=O)(=O)N(CCc1ccccc1)Cc1ccccc1)OCC(=O)N2
    -4, 5, 11, 5, 6, 0, 4, 0
Cc1cc(C(=O)Nc2cccc(F)c2)cc2c1N(C)S(=O)(=O)c1ccccc1-2
    10, 5, 25, 12, 9, 8, 6, 20
CCOc1ccc2nc(SCc3ccc4c(c3)OCO4)sc2c1
    19, 5, 2, 11, 10, 7, -5, -83
CN(c1nccc(N2CCN(C(=O)c3cccc(S(C)(=O)=O)c3)CC2)n1)C1CCCCC1
    -3, 0, 0, -3, -1, 0, 0, -7
O=[N+]([O-])c1cccnc1N1CCSCC1
    3, -1, 12, -1, 2, 12, -2, -95
c1nc(NCCN2CCOCC2)c2sc3nc(N4CCOCC4)c4c(c3c2n1)CCC4
    1, 2, 10, 0, 6, 3, 12, 9
CS(=O)(=O)c1cc(C(=O)N2CCCC2c2ccccc2)ccc1Cl (stereo not given)
    -3, -1, -1, 0, 0, -3, -11, 2
Cc1ccc(S(=O)(=O)N2CCOCC2)cc1C(=O)OCC(=O)NCCc1ccc(F)cc1
    -4, 0, -29, -4, -9, -10, -21, -26
CC1CCCN(CC2CCN(S(=O)(=O)c3ccc(C#N)cc3)CC2)C1 (stereo not given)
    -17, -1, 12, 1, -1, -5, 0, -1
CCSc1nc(N)c2c3c(sc2n1)COC(C(C)C)C3 (stereo not given)
    -12, -3, -88, -4, -21, -22, -10, 0
COc1ccc(/C=C(\C#N)c2cccs2)c(OC)c1OC
    3, 5, 0, -5, -3, 10, 13, 5
O=S(=O)(NCc1ccccc1F)c1c[nH]c2ncccc12
    -4, 0, 1, 1, 6, -4, -2, 0
O=C(COc1ccc(OCc2ccccc2)cc1)N1CCSc2ccccc21
    10, 0, 26, 6, 8, 19, 7, -256
CC1CN(S(=O)(=O)c2ccc(Cl)cc2)Cc2ccccc2N1C (stereo not given)
    8, 7, 14, 10, 9, 10, 8, 14

# Assay outcomes as filed in PubChem.
